# Granule exo inh = LAMP-1 surface exposure blockers, TALL-104 cells – cell-based, flow cytometry, MLPCN library, primary screen; 0.66% of 360,000 active; inhibition, % at 10 µM; TALL-104 LAMP-1 surface exposure; cells stimulated with thapsigargin and PMA; AID 651702, 2012;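 active = inhibition above about 55%, limit read from the data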
# m5-HT2A agonist = mouse Htr2a agonists via beta-arrestin recruitment, primary screen, cell-based, luminescence; 5-hydroxytryptamine receptor 2A (Mus musculus), P35363; CHO-K1 mHTR2A beta-arrestin complementation; percent of 30 µM serotonin response; activation, % at 7.6 µM; 0.66% of 360,000 active; AID 624169, 2012;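 active = activation above a run cutoff, the mean activation of all tested compounds plus 3 SD, cut at about 14% in these data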;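 note: 0% = plate median of compound wells and 100% = 30 µM serotonin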
# CaV13 FRET inh = Primary screen for inhibitors of IQ motif and Ca2+-dependent inactivation inhibitor domain binding in CACNA1D, Förster resonance energy transfer in living cells, … | AID 743397 | 0.098% of 340,000 active | HEK cells, CFP/YFP FRET ICDI-IQ, plate reader, 10 min; percent FRET-ratio fall versus neutral wells | inhibition, % at 12.3 µM;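 active = mean replicate inhibition of at least 30% and at least 1% of replicates passing that level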;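 note: 0% = median of the neutral control wells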
# PDI inh = inhibitors of human PDI, primary screen, biochemical, turbidity, single point, plate reader; Protein disulfide-isomerase (Homo sapiens), P07237; PDI insulin aggregation turbidity, A650, 90 min; inhibition, % at 10 µM; 0.052% of 350,000 active; AID 588391, 2011;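 active = mean inhibition across replicates of 30% or more, whatever share of single replicates reach that level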;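 note: absorbance from insulin aggregation driven by PDI reduction with DTT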
# MC4R antagonist = MC4R antagonists of cAMP signaling, primary screen, cell-based, TR-FRET, antagonist arm of biased-ligand search; Melanocortin receptor 4 (Homo sapiens), P32245; inhibition, % at 6.5 µM; MC4R-expressing cells, MTII-stimulated cAMP, LANCE TR-FRET; 0.48% of 360,000 active;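 active = inhibition above its plate's cutoff, the mean of tested wells on that plate plus 3 SD, cut at about 29% in these data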;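 note: 0% = Melanotan II alone and 100% = Melanotan II plus saturating MCL0020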
#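 material = U2OS cells stably expressing human melanocortin 4 receptor (MC4R) | also added = Melanotan II challenge | dosing = single nominal compound dose of 6.5 µM | detection = TR-FRET with Eu-cAMP and labeled anti-cAMP, 671 nm | replication = singlicate | timing = compound 30 min, challenge 1 h, detection 1 h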
# H9c2 protect = cardioprotection against H2O2-induced cell death, primary screen, uHTS, H9c2 cells, ATPLite luminescence; protection from H2O2 cell death, % at 20 µM; 0.63% of 360,000 active; H9c2 cardiomyocytes, H2O2 injury protection, 2 h;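 active = compounds giving at least 50% protection of heart cells from peroxide-induced death in the single-dose screen, raw or plate-pattern-corrected value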;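 note: 0% = DMSO wells with peroxide and 100% = DMSO wells without peroxide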
# ABHD5-PLIN5 inh = ABHD5-PLIN5 interaction inhibitors, primary screen, cell lysate, split luciferase complementation, luminescence | Split G. princeps luciferase complementation, 4 h | inhibition, % at 4 µM | AID 602281, 2012 | 0.78% of 360,000 active | Perilipin-5 (Homo sapiens) + 1-acylglycerol-3-phosphate O-acyltransferase ABHD5 (Homo …;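 active = inhibition above the mean inhibition across every tested compound plus 3 SD, cut at about 22% in these data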;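 note: 0% = DMSO only wells and the 100% control is not disclosed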
# ABCB6 inh MLPCN = ABCB6 transporter inhibitors, primary screen, K562-ABCB6 cells, flow cytometry, MLPCN library; ATP-binding cassette sub-family B member 6 (Homo sapiens), Q9NP58; fluorescence ratio to DMSO, % at 10 µM; K562-ABCB6 porphyrin accumulation, 1 h; active compounds read low; AID 602162, 2011; 0.19% of 360,000 active;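 active = fluorescence ratio to DMSO below 75%, the collection mean minus 3 SD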;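 note: signal is porphyrin accumulated inside mitochondria; 100% equals median channel fluorescence of DMSO control wells; lower ratio means ABCB6 inhibition with less porphyrin fluorescence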
# Target sequence (Q9NP58 whole entry, looked up): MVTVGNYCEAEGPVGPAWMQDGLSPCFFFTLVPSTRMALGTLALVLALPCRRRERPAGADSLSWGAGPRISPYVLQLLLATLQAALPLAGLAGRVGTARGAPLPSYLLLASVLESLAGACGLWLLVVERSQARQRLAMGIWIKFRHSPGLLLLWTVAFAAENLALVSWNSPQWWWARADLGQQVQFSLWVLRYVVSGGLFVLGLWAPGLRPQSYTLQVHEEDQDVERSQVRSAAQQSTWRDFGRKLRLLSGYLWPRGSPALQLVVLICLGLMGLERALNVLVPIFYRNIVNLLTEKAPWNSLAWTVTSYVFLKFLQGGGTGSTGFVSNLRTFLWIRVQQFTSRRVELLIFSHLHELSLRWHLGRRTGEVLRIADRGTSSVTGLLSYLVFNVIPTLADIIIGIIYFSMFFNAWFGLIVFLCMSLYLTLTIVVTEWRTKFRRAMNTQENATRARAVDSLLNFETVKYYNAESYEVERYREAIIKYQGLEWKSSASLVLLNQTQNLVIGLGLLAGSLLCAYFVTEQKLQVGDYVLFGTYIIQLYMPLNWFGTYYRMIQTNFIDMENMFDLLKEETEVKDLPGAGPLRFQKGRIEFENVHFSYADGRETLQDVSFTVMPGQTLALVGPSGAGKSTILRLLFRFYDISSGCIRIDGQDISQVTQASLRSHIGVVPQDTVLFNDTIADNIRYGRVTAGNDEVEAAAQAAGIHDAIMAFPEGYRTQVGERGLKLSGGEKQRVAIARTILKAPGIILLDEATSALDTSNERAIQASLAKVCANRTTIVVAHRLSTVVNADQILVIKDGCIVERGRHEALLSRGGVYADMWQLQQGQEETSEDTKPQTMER
# MC4R ag barr = MC4R agonists recruiting beta-arrestin, primary screen, cell-based, luminescence, agonist arm of biased-ligand search | U2OS MC4R beta-arrestin complementation; percent of melanotan II response, DMSO zero | activation, % at 8.9 µM | 0.98% of 360,000 active;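 active = activation above a per-plate cutoff, the mean activation of sample wells on that plate plus 3 SD, cut at about 8% in these data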
# N-glyco inh = increase of ERlucT glycosylation luciferase signal, primary screen, N-linked glycosylation inhibitor project, D54 ERlucT cells, luminescence, set 2 | 0.23% of 360,000 active | reporter increase, % at 12.5 µM | D54 ERlucT glycosylation luciferase reporter, 24 h; percent of 100 nM tunicamycin response | AID 588692, 2011;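 active = mean luciferase reporter signal, scaled so untreated is 0 and the glycosylation-blocking control 100, at or above a set limit in every replicate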;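 note: luciferase carries N-glycosylation sites so blocking glycosylation raises the light; 0% = median of neutral control wells and 100% = median of 100 nM tunicamycin wells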
# An asterisk follows results filed as active; · = not tested or not shown; + = active, no number.
SMILES,Granule exo inh,m5-HT2A agonist,CaV13 FRET inh,PDI inh,MC4R antagonist,H9c2 protect,ABHD5-PLIN5 inh,ABCB6 inh MLPCN,MC4R ag barr,N-glyco inh
Cc1cc(S(=O)(=O)NC[C@H]2O[C@@H](n3ccc(N)nc3=O)[C@H](O)[C@@H]2O)c(C)s1,4,3,-7,1,-4,12,1,93,-0.1,1
COc1ccc(C(C(=O)NC2CCCCC2)N2CCC3(CC2)OCCO3)cc1 (configuration not stated),2,2,-6,-2,11,-3,4,99,-1.3,1
COC(=O)C1=CN(CCOC23CC4CC(CC(C4)C2)C3)C=C(C(=O)OC)C1c1ccsc1,-2,-2,10,-2,-1,-5,-5,92,-1.4,-12
COc1cccc(NC(=O)C2CCCN2S(=O)(=O)c2ccc3c(c2)n(C)c(=O)c(=O)n3C)c1 (configuration not stated),2,-3,-3,-4,4,-2,-2,97,0.7,2
CN(Cc1ccccc1)C(=O)C(=O)c1cn(CC(=O)N2CCCC2)c2ccccc12,-2,-2,·,-1,4,5,-4,95,-2.8,3
O=C(COC(=O)/C=C/c1cccc(F)c1)Nc1ccccc1,1,-1,-6,0,16,-5,-3,95,1.8,0
CC1CCN(C(=O)C2CCN(S(=O)(=O)c3ccc4c(c3)CC(C)N4C(=O)C3CC3)CC2)CC1 (configuration not stated),1,2,-4,-16,1,0,4,96,-0.4,-4
O=C(O)c1ccc(SCc2cnc(Cl)s2)cc1,-1,0,-3,6,1,1,5,91,-0.1,0
CCOP(=O)(OCC)c1nc(/C=C/c2ccccc2)oc1NCc1ccccc1,-2,-2,-6,-4,12,13,-3,93,0.7,-1
CCOCCCn1cnc2c(c1=O)c1nc3ccccc3nc1n2-c1ccccc1,-7,4,-7,0,-2,8,-1,103,-1.8,-1
COC(=O)c1cc(N=Cc2c(O)c3ccccc3oc2=O)cc(C(=O)OC)c1,-4,5,·,4,4,4,2,102,-1.5,0
CN(C)S(=O)(=O)c1ccc(Cl)c(NC(=O)COC(=O)CNC(=O)c2ccco2)c1,0,7,-4,-4,-3,0,10,101,1.1,-3
CCCCn1c(N)c(N(CCOC)C(=O)c2ccc(N(C)S(=O)(=O)c3ccc(C)cc3)cc2)c(=O)[nH]c1=O,-2,1,-6,15,-7,2,1,103,-2.0,0
O=C(CNC(=O)c1cccs1)N=Nc1c(O)[nH]c2ccc(Br)cc12,-7,-4,-2,3,-9,5,3,98,-3.0,2
CCOC(=O)c1cn2nc(-c3ccc(OCC)cc3)cc2nc1C1CCN(C(=O)OC(C)(C)C)CC1,0,1,-4,-2,-5,-4,-2,103,-0.4,-5
Cc1c2c(nc3ccccc13)CC(C)(C)CC2=O,-3,-1,-2,0,8,6,-1,96,0.1,-1
CSc1nc2ccc(NC(=O)C3=NNC(=O)CC3)cc2s1,6,9,-7,-3,-6,8,0,98,-4.6,-1
COc1cc(CNCc2cccnc2)ccc1OCC(=O)NC1CCCCC1,-4,2,-8,4,14,1,3,94,-0.5,2
O=C(O)c1ccccc1NSc1ccccc1[N+](=O)[O-],-4,-3,4,-4,-5,-3,6,99,-0.7,2
CN(C)CCN(C(=O)c1ccc2ccccc2c1)c1nc2cc3c(cc2s1)OCO3,-2,-7,-5,9,-5,8,-2,95,-0.3,-4

# Nothing new here: entries from further up.
SMILES,Granule exo inh,m5-HT2A agonist,CaV13 FRET inh,PDI inh,MC4R antagonist,H9c2 protect,ABHD5-PLIN5 inh,ABCB6 inh MLPCN,MC4R ag barr,N-glyco inh
Cc1cc(S(=O)(=O)NC[C@H]2O[C@@H](n3ccc(N)nc3=O)[C@H](O)[C@@H]2O)c(C)s1,4,3,-7,1,-4,12,1,93,-0.1,1
COc1ccc(C(C(=O)NC2CCCCC2)N2CCC3(CC2)OCCO3)cc1 (configuration not stated),2,2,-6,-2,11,-3,4,99,-1.3,1
COC(=O)C1=CN(CCOC23CC4CC(CC(C4)C2)C3)C=C(C(=O)OC)C1c1ccsc1,-2,-2,10,-2,-1,-5,-5,92,-1.4,-12
COc1cccc(NC(=O)C2CCCN2S(=O)(=O)c2ccc3c(c2)n(C)c(=O)c(=O)n3C)c1 (configuration not stated),2,-3,-3,-4,4,-2,-2,97,0.7,2
CN(Cc1ccccc1)C(=O)C(=O)c1cn(CC(=O)N2CCCC2)c2ccccc12,-2,-2,·,-1,4,5,-4,95,-2.8,3
O=C(COC(=O)/C=C/c1cccc(F)c1)Nc1ccccc1,1,-1,-6,0,16,-5,-3,95,1.8,0
CC1CCN(C(=O)C2CCN(S(=O)(=O)c3ccc4c(c3)CC(C)N4C(=O)C3CC3)CC2)CC1 (configuration not stated),1,2,-4,-16,1,0,4,96,-0.4,-4
O=C(O)c1ccc(SCc2cnc(Cl)s2)cc1,-1,0,-3,6,1,1,5,91,-0.1,0
CCOP(=O)(OCC)c1nc(/C=C/c2ccccc2)oc1NCc1ccccc1,-2,-2,-6,-4,12,13,-3,93,0.7,-1
CCOCCCn1cnc2c(c1=O)c1nc3ccccc3nc1n2-c1ccccc1,-7,4,-7,0,-2,8,-1,103,-1.8,-1
COC(=O)c1cc(N=Cc2c(O)c3ccccc3oc2=O)cc(C(=O)OC)c1,-4,5,·,4,4,4,2,102,-1.5,0
CN(C)S(=O)(=O)c1ccc(Cl)c(NC(=O)COC(=O)CNC(=O)c2ccco2)c1,0,7,-4,-4,-3,0,10,101,1.1,-3
CCCCn1c(N)c(N(CCOC)C(=O)c2ccc(N(C)S(=O)(=O)c3ccc(C)cc3)cc2)c(=O)[nH]c1=O,-2,1,-6,15,-7,2,1,103,-2.0,0

# Carrying on:
SMILES,Granule exo inh,m5-HT2A agonist,CaV13 FRET inh,PDI inh,MC4R antagonist,H9c2 protect,ABHD5-PLIN5 inh,ABCB6 inh MLPCN,MC4R ag barr,N-glyco inh
CC(=O)OC1CCC2(C)C3=CCC4(C)C(C(C)=O)=CCC4C3CCC2C1 (configuration not stated),2,2,-9,-6,8,-10,0,98,-1.4,0
COc1ccc(OC(=O)COc2cccc(C)c2)cc1,-7,5,-4,17,1,-4,4,98,-1.7,-1
O=C(COC(=O)CCC(=O)c1cccs1)Nc1ccc(Cl)cn1,-10,-5,-2,1,3,11,2,102,0.9,4
CCN(CC)S(=O)(=O)c1cc(NC(=O)CNc2cccc(S(=O)(=O)N3CCCC3)c2)ccc1C,3,9,·,-6,4,-20,-8,90,-2.6,-2
CCc1c(C)sc(NC(=O)c2ccco2)c1C#N,-4,5,-2,-7,-4,-1,-3,101,0.0,0
O=C(Nc1ccccc1SCC1CSc2nc3ccccc3c(=O)n21)c1ccccc1Cl (configuration not stated),-3,10,·,0,-3,8,7,93,3.4,-5
COc1cccc(N2C(=O)Nc3ccc(Br)cc3C2(O)C(=O)NCCCN(C)C)c1 (configuration not stated),9,9,-2,-2,6,-3,2,98,0.5,1
O=c1c2ccccc2n(CC(O)CN2CCCCC2)c2ccccc12 (configuration not stated),11,2,+,9,3,7,4,97,-1.3,7
Nc1nc(Cl)cc(Oc2ccc([N+](=O)[O-])cc2)n1,-5,-5,-4,4,22,-6,-4,106,4.3,0
CCOC(=O)N1CCC(NC(=O)C2=CCN(S(=O)(=O)c3ccc(F)cc3)CC2)CC1,-2,-1,-15,-11,4,3,1,94,-1.1,-1
CCN(Cc1cccs1)C(=O)CN1CCN(S(=O)(=O)c2ccc3c(c2)OCCCO3)CC1,9,9,-6,4,5,-2,-2,100,-2.6,-2
COc1cc2nc(CN3CCC(Cc4ccccc4)CC3)[nH]c(=O)c2cc1OC,1,3,6,-2,4,-10,-7,98,-1.5,2
CCCNC(=O)c1ccc2c(=O)c(O)c(C)[nH]c2c1,-4,6,-6,6,-5,6,-5,98,-1.4,0
CC1CC(C)(C)NC(=S)N1CCCC(=O)Nc1ccc(F)c(F)c1 (configuration not stated),0,1,2,5,-7,-8,-5,84,-1.6,1
C=CCN(CC=C)C(=O)CN1C(=O)c2ccccc2C1=O,-1,4,-4,-1,1,2,4,87,2.6,0
COc1ccc(/C=C/C(=O)N(CCC(N)=O)c2ccccc2)cc1S(=O)(=O)N1CCOCC1,1,10,-6,-6,17,9,-5,91,-0.3,3
C=CCn1c(O)c(N=NC(=O)CNC(=O)Cc2ccccc2)c2ccccc21,-6,-8,-5,6,14,4,-8,99,0.3,1
CC(C)(C)NC(=O)Cn1c(SCC(=O)Nc2nccs2)nc2ccccc21,1,-1,-5,6,-4,1,-1,93,0.1,1
CCn1c(NC(=O)C(C)C)c(-c2ccccc2)c(=O)c2ccccc21,-1,1,-5,-4,-1,5,6,84,0.7,-2
CCOC(=O)CCCCCCCCC(=O)Nc1ccc(-n2[nH]c(=O)cc2C)cc1,1,4,-11,2,-1,-8,-6,96,-2.4,0
COc1cccc(NC(=O)c2cc(CN3C(=O)c4ccccc4C3=O)ccc2OC)c1,1,-5,-5,3,0,18,4,99,-2.0,1
CC(=O)c1cccc(NC(=O)CCOc2ccccc2)c1,-4,0,-6,8,18,3,-2,100,0.0,2
COc1ccc(OC)c(C(C)NC(=O)Nc2ccccc2)c1 (configuration not stated),-1,-4,-3,-7,4,-2,6,72*,0.1,-3
CN(C)NC(=S)NC(=O)C12CC3CC(CC(C3)C1)C2,2,1,6,-12,-1,-1,-3,95,-1.2,1
COc1ccc(-c2csc3ncnc(N4CCN(CCO)CC4)c23)cc1,-2,-7,-4,-7,1,8,-3,96,-1.6,-6
Cc1nc2ccccc2c(=O)n1/N=C/c1ccc(C(C)C)cc1,-1,0,-3,10,11,1,5,96,3.0,-2
CCc1ccc(NC(=O)C2CCCN(S(=O)(=O)c3cnc[nH]3)C2)cc1 (configuration not stated),-9,3,·,-3,6,-1,-4,97,1.6,2
CC1CCc2sc3ncn4nc(C(=O)NCc5ccco5)nc4c3c2C1 (configuration not stated),3,0,-4,-2,6,5,-4,101,0.1,1
COc1ccc(S(=O)(=O)n2c(CCN3CCOCC3)nc3ccccc32)cc1,-2,-5,-4,6,2,2,2,101,0.4,-3
CC(=O)N1CCCc2cc(S(=O)(=O)NC(C(=O)NC3CCCCC3)C(C)C)ccc21 (configuration not stated),-10,0,-2,-2,6,-10,-3,98,0.0,-1

# High-throughput results deposited in PubChem by several laboratories.
